PfHsp90 yeast 2: growth inhibition of PfHsp90-expressing yeast, primary screen, antimalarial PfHsp90 inhibitor project, S. cerevisiae, BacTiter-Glo luminescence, single point, set 2; BacTiter-Glo ATP, 48 h; yeast lacking PDR1 and PDR3 efflux regulators; inhibition, % at 9.4 µM; 0.32% of 310,000 active;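 active = every replicate shows inhibition above about 80%, whatever the replicate mean, limit read from the data; inconclusive = mean inhibition reaches the set limit but some replicate falls short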;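 note: 0% = DMSO neutral controls and 100% = 20 µM radicicol positive controls; yeast relying on Plasmodium falciparum Hsp90 in place of its own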
NSD2 HMT inh: NSD2 histone methyltransferase inhibitors, primary screen, biochemical, AlphaScreen, single concentration, set 2. Histone-lysine N-methyltransferase NSD2 (Homo sapiens), O96028. NSD2 peptide methylation, 120 min. inhibition, % at 12.5 µM. 0.54% of 310,000 active; in the data active = inhibition above about 50%
Rtt109 HAT inh: inhibitors of C. albicans Rtt109/Vps75 HAT, primary screen, biochemical, ThioGlo CoA-SH fluorescence, plate reader; Histone acetyltransferase RTT109 (Candida albicans (strain SC5314 / ATCC MYA-2876)), …; purified Rtt109/Vps75, 4 h; inhibition, % at 34.9 µM; 0.16% of 330,000 active;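 active = inhibition of at least 50% in every replicate; inconclusive = best replicate reaches 50% inhibition but some replicates fall short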
Target sequence (Q5AAJ8 whole entry, looked up): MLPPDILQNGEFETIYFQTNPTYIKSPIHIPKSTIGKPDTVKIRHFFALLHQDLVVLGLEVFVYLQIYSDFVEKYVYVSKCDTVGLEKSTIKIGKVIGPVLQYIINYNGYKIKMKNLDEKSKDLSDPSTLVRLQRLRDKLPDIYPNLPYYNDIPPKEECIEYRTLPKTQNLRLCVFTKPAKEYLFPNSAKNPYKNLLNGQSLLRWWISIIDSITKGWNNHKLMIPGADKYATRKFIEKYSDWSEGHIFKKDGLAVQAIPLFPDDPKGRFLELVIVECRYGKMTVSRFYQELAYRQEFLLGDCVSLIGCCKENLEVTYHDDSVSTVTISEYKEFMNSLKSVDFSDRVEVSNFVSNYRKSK
SR-BI uptake up: activators of SR-BI mediated DiI-HDL uptake, primary screen, ldlA[mSR-BI] CHO cells, DiI fluorescence; 3 h; 100 = double the neutral-control signal; activation, % at 12.5 µM; 0.096% of 320,000 active; AID 504775, 2011;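 active = mean replicate activation of at least 60% and every replicate at or above 60%; inconclusive = mean or all-replicate condition met, but not both; inactive = mean below 60% and not all replicates reaching 60%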;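 note: 0% = median plate neutral-control signal and 100% = twice that signal; values of inactives mirror those of a sister screen read the other way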
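Assay system: LDL receptor-deficient CHO ldlA cells overexpressing murine SR-BI / Medium: BSA-supplemented, HEPES-buffered Ham's F12, pH 7.4 / Probe or stimulus: DiI-labelled HDL at 10 µg/mL final / Timing: compound with DiI-HDL co-incubation, 3 h at 37 °C / Technique: bottom-read cell fluorescence after medium removal, ex 550/em 595 nm / Measure: HDL uptake via cellular fluorescence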
CAL PDZ FP-1: CAL PDZ peptide-binding inhibitors, primary screen, biochemical, fluorescence polarization, Cer-tagged CAL PDZ, HTS; purified CAL PDZ, TMR-peptide fluorescence polarization, 1 h; 0.02% of 330,000 active; inhibition, % at 20 µM; AID 504414, 2011;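 active = highest replicate inhibition of at least 40%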;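 note: plate controls were DMSO neutral control wells for no effect and unlabeled competitor peptide control wells for full effect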
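Assay system – tagged CAL PDZ protein CerCALP, purified · Timing – 1 h at RT · Compound – single point, 20 µM · Measured by – fluorescence polarization from S- and P-plane intensities, G-factor corrected · Evaluation – inhibition from polarization loss · Probe or stimulus – TMR reporter peptide T*-PRC34 · Buffer or medium – pH 7.4 phosphate-saline buffer, reducing agent, detergent, IgG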
SR-BI DiI inh: inhibitors of SR-BI mediated HDL lipid uptake, primary screen, ldlA[mSR-BI] cells, fluorescence, single point | ldlA[mSR-BI] CHO cells, DiI-HDL uptake fluorescence, 3 h | inhibition, % at 12.5 µM | 0.96% of 320,000 active | AID 488896, 2010;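 active = mean replicate inhibition of at least 70% and a set share of replicates each scoring 70 or more; inconclusive = meets just one of the two criteria; inactive = fails both criteria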;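 note: 0% = median of neutral control wells and 100% = median of positive control wells; values of inactives mirror those of a sister screen read the other way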
dFosB activator: activators of delta FosB homodimer, primary screen, biochemical, fluorescence polarization, TAMRA-CDK5 oligo, single point; Protein FosB (Mus musculus), P13346; purified delta FosB; percent of positive-control signal above neutral wells; activation, % at 25 µM; 0.99% of 340,000 active; AID 493131, 2011;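 active = mean activation above about 17%, with every replicate also reaching it, limit read from the data, passing the limit was not always enough; inconclusive = only one of the two conditions met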;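 note: fluorescence polarization rise as delta FosB binds a TAMRA Cdk5 AP-1 oligo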
Target sequence (P13346 whole entry, looked up): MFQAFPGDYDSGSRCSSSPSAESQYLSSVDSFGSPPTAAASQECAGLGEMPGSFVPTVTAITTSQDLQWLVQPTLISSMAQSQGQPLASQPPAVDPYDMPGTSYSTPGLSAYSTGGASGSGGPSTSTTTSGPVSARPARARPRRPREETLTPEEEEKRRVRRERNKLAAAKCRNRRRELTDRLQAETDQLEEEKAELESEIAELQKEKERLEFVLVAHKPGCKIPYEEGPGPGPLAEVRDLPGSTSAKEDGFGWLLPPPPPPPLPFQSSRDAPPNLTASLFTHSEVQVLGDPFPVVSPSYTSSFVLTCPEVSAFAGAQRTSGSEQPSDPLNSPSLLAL
PvdQ acylase: P. aeruginosa PvdQ acylase inhibitors, primary screen, biochemical, fluorescence, plate reader and imaging, single point | purified PvdQ acylase | AID 488965, 2010 | inhibition, % at 10 µM | PvdQ acylase [Pseudomonas aeruginosa LESB58] | 0.063% of 340,000 active; in the data active = inhibition above about 30%, passing the limit was not always enough; inconclusive = no clear call, values can overlap the other calls;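 note: 0% = vehicle neutral wells and 100% = reference inhibitor wells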
CAL PDZ FP-2: untagged CAL PDZ binding inhibitors, primary screen, biochemical, fluorescence polarization, HTS; 0.92% of 300,000 active; purified CAL PDZ, TMR-peptide fluorescence polarization, 1 h; Golgi-associated PDZ and coiled-coil motif-containing protein (Homo sapiens), Q9HD26; AID 602252, 2012; inhibition, % at 24.9 µM;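 active = mean inhibition of at least 30% with at least half of replicates also reaching 30%; inconclusive = no clear call, values can overlap the other calls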;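 note: 0% = DMSO neutral control and 100% = excess unlabeled competitor peptide PRC23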
MITF act: activators of MITF-driven TRPM1 promoter reporter, primary screen, cell-based, SK-MEL-5, luciferase, single point | activation, % at 12.5 µM | 0.75% of 300,000 active | SK-MEL-5 TRPM1-promoter luciferase, 24 h; % of positive control, neutral wells = 0 | AID 588334, 2011;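 active = mean activation of at least 80% with every replicate also reaching 80%; inconclusive = mean reaches 80% but some replicate falls short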;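 note: 0% = neutral control wells and 100% = parthenolide positive control wells; values of inactives mirror those of a sister screen read the other way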
* = called active by the depositor; u = inconclusive; x = no result given.

SMILES | PfHsp90 yeast 2 | NSD2 HMT inh | Rtt109 HAT inh | SR-BI uptake up | CAL PDZ FP-1 | SR-BI DiI inh | dFosB activator | PvdQ acylase | CAL PDZ FP-2 | MITF act
Cc1cc(C)c(C)c(C(=O)CSc2nnc(-c3ccc4[nH]c(C)c(C)c4c3)o2)c1C | -34 | -2 | 1 | -84 | 0.1 | 84* | -9 | -8 | -3 | -5
COc1ccc(CCNC(=O)c2cc3c(=O)n4ccccc4nc3n(C3CCCCC3)c2=N)cc1 | -2 | -6 | u | -32 | -4.8 | 32 | 0 | -5 | -3 | -7
CC1=C(C#N)C(NC(=O)c2ccc(C)cc2)(C(F)(F)F)C(=O)N1 (stereo unspecified) | 6 | 0 | 14 | -23 | -1.9 | 23 | 2 | -13 | x | 10
CC(C)C(=O)Nc1ccc(-c2csc(-c3ccccc3)n2)cc1 | -4 | 0 | -8 | -51 | -1.5 | 51 | 0 | -7 | -3 | 139*
Cn1c(=O)c2[nH]c(CN3CCN(Cc4ccccc4)CC3)nc2n(C)c1=O | 7 | -3 | 0 | 9 | -0.6 | -9 | 8 | -15 | -3 | 2
COCCCN(C(=S)NC(=O)C(C)(C)C)c1c(N)n(Cc2ccccc2)c(=O)[nH]c1=O | 13 | 14 | 3 | x | 0.1 | x | 3 | 0 | -5 | -1
C=C(C)Cn1c(Sc2nc3ccccc3[nH]2)nc2c1c(=O)[nH]c(=O)n2C | -38 | -1 | 1 | 18 | -0.5 | -18 | -5 | -4 | 35* | 3
Cc1ccc(N2C(=O)c3ccc(C(=O)N4CCN(c5cccc(C)c5C)CC4)cc3C2=O)cc1 | 42 | 0 | -2 | -3 | -0.1 | 3 | 2 | -12 | -2 | x
O=C(CCc1c[nH]c2ccccc12)NCCc1ccc(O)cc1 | 2 | -1 | -1 | -4 | 1.7 | 4 | -4 | -18 | -4 | 5
CCN(C(=O)CSc1nc2cc(Cl)ccc2c(=O)n1CC(C)C)C1CCS(=O)(=O)C1 (stereo unspecified) | x | -1 | 1 | -36 | -2.9 | 36 | 3 | 5 | 0 | -7
CN(C1=C(NC(=O)c2ccccc2)C(=O)c2ccccc2C1=O)C1CCS(=O)(=O)C1 (stereo unspecified) | -17 | 109* | 15 | -19 | -0.5 | 19 | -3 | -7 | 4 | -102
CCOC(=O)C1C(=O)NC(N2CCCCC2)=NC1C(C)C (stereo unspecified) | 12 | 3 | -7 | 11 | -0.1 | -11 | 2 | -17 | -2 | -1
FC(F)(F)c1ccc2nnc(-c3c(Cl)cccc3Cl)n2c1 | 22 | -1 | -12 | 9 | 0.5 | -9 | -3 | -13 | 6 | -12
CCCCOC(=O)CCn1c(=S)oc2ccccc21 | -11 | -4 | 2 | 12 | -0.8 | -12 | 0 | -16 | -5 | -4
Cc1ccc(S(=O)(=O)N2CCN(C3CC(=O)N(Cc4ccccc4)C3=O)CC2)cc1C (stereo unspecified) | 4 | 0 | -7 | 11 | -3.1 | -11 | -7 | 6 | -5 | -2
COc1ccc2[nH]c(C(=O)Nc3ccc(C)c(F)c3)cc2c1 | -8 | 0 | -3 | -5 | -0.1 | 5 | -5 | -9 | 15 | x
C/C(CCc1ccccc1)=N\NC(=O)c1ccccc1 | -1 | -2 | 0 | 7 | -1.8 | -7 | -11 | -9 | -3 | 6
Cc1cc(C(=O)COC(=O)C2=COCCO2)c(C)n1-c1ccc2c(c1)OCO2 | 1 | -1 | -2 | 17 | -0.5 | -17 | 1 | -6 | -4 | 64
Oc1ccc(-c2nccc(-c3ccccn3)n2)cc1 | -2 | 0 | -1 | 11 | 0.1 | -11 | -9 | -6 | -6 | 101*
COc1cc(C(=O)Nc2nc(-c3ccc(Cl)cc3)c(C)s2)ccc1OCC(=O)Nc1ccc(F)cc1 | -8 | 2 | -6 | -54 | -1.1 | 54 | -14 | -10 | 0 | -46
COc1cc(C(=O)OC(C)CN2CCN(C)CC2)cc(OC)c1OC (stereo unspecified) | 10 | 1 | -10 | 34 | -0.8 | -34 | -4 | -17 | 2 | 0
Cc1cccc(NC(=O)Cn2c(O)c(N=NC(=O)c3ccccc3O)c3ccccc32)c1 | -27 | -1 | 0 | 13 | -0.7 | -13 | -5 | -2 | 0 | 14
c1ccc(OCCn2cnc3ccccc32)cc1 | x | 10 | -2 | 20 | -3.1 | -20 | -3 | -6 | 0 | 14
Cc1ccc(NC(=O)C2CCCO2)cc1[N+](=O)[O-] (stereo unspecified) | 7 | -1 | -1 | 20 | -0.3 | -20 | 0 | -3 | -4 | 13
O=c1[nH]c(NCCO)nc2c1C1(CCCCC1)Cc1ccccc1-2 | 1 | 2 | -2 | -20 | x | 20 | -27 | -20 | -6 | -2
O=C(NNC(=O)c1ccccc1Br)c1cccc(Cl)c1 | 30 | 0 | 4 | -1 | -0.7 | 1 | -5 | 2 | -19 | 2
CCn1c2ccccc2c2nc3cc(C(=O)O)ccc3nc21 | -67 | -4 | x | 24 | -2.9 | -24 | -34 | 6 | -5 | 8
CCN1CCN(c2ccc(S(=O)(=O)N3CCOCC3)cc2NC(=O)/C=C/c2ccc([N+](=O)[O-])cc2)CC1 | 7 | x | -3 | 1 | -1.5 | -1 | 0 | -17 | 0 | -64
Cc1cc2cc(CNS(=O)(=O)N(C)C)ccc2[nH]1 | 52 | x | -11 | 19 | -0.1 | -19 | -4 | 2 | x | x
COc1cccc(CNC(=O)c2cccc(NC(=O)C3=C(C)OCCS3)c2)c1 | -9 | x | -2 | -2 | -0.3 | 2 | -3 | -13 | -2 | x
Cc1cccc(OCc2nnc(SCC(=O)NC3CCCC3)n2C)c1 | 19 | 4 | -14 | 27 | -3.4 | -27 | 4 | -14 | -3 | -1
Cc1ccc(C(=O)Nc2nc(=O)n(C(=O)C3CC3)s2)cc1 | 5 | 0 | -3 | 11 | -1.7 | -11 | -11 | -22 | -4 | 17
COc1ccc2c(C)cc(SCC(=O)Nc3ncc(Cl)cc3Cl)nc2c1 | -3 | 6 | 6 | -19 | -2.1 | 19 | -1 | 5 | -3 | -7
CCCNC(=O)NC(=O)CSc1cccc(C(F)(F)F)c1 | -54 | -1 | 8 | 2 | 1.1 | -2 | -11 | -5 | -7 | 4
Nc1cc(C(F)(F)F)ccc1OCC1CCCO1 (stereo unspecified) | -5 | 3 | -3 | 0 | -0.3 | 0 | -2 | -6 | -3 | 47
N#CCCn1cc(C=O)c(-c2cccs2)n1 | -35 | x | 10 | 1 | 0.8 | -1 | 4 | 0 | 7 | 17
COc1ccc(NC(=O)/C(=C/c2ccc3c(c2)OCO3)NC(C)=O)cc1 | -15 | -2 | -5 | 13 | -2.2 | -13 | -1 | -13 | 1 | -8
Cc1cccc(NC(=O)CNC(=O)Cc2ccc(S(=O)(=O)N3CCOCC3)s2)c1C | 14 | 2 | 3 | 10 | -0.3 | -10 | -10 | -1 | -4 | x
CCOc1ccc(NC(=O)C[n+]2ccccc2)cc1 | -5 | -2 | -14 | -26 | 0.3 | 26 | 4 | -1 | -3 | -8
COc1cc(C2CC(=O)N(CC(=O)NCc3ccco3)c3ccccc3S2)cc(OC)c1OC (stereo unspecified) | -2 | 4 | 0 | 14 | -0.6 | -14 | -3 | -17 | -1 | 0
COc1ccc(/C=C/C(=O)OCC(=O)NC2CC2)c(OC)c1 | x | 2 | 1 | -17 | -0.7 | 17 | -4 | -11 | -3 | -4
O=C(Nc1nnc(Cc2ccccc2F)s1)Nc1ccccc1F | 1 | 0 | 20 | 15 | 2.2 | -15 | 13 | 2 | -2 | 29
O=C(NCC(c1cccs1)N1CCOCC1)c1cccc([N+](=O)[O-])c1 (stereo unspecified) | 1 | -2 | 3 | 24 | -0.4 | -24 | 3 | -16 | 0 | 0
COc1ccccc1CNC(=O)CCS(=O)(=O)c1ccc(Cl)cc1 | 12 | 4 | -1 | 0 | -1.0 | 0 | 3 | -10 | -4 | 1
COc1cc(OC)c2c(-c3cccc(-c4sccc4C(C)=O)c3)cc(=O)oc2c1 | 7 | x | 3 | -71 | -1.2 | u | 3 | -9 | 3 | -50
Cc1c(Cl)cccc1N1C(=O)c2ccccc2C1=O | -1 | x | 11 | 5 | -2.2 | -5 | 2 | -5 | x | 1
Cc1cc(F)ccc1NCC(=O)Nc1ccc(Br)cc1C | -1 | 0 | -4 | -4 | -0.2 | 4 | -1 | 7 | -4 | 6
C#Cc1ccc(C(=O)NCc2ccc(N3CCCC3=O)cc2)cc1 | 3 | 39 | -8 | 6 | 0.6 | -6 | -5 | -15 | x | -1
CSc1nnc(-c2ccncc2)n1/N=C/c1cn(-c2ccccc2)nc1-c1ccc(Cl)cc1 | -15 | -2 | -6 | 6 | -1.0 | -6 | -8 | -2 | -5 | x
CCN(CC(=O)NC(C)C)C(=O)C(CCSC)NC(=O)c1ccccc1OC (stereo unspecified) | -15 | -1 | 11 | 18 | -0.8 | -18 | -2 | 2 | x | -7
CCCC(=O)Nc1ccc(Nc2ccccc2)cc1 | 6 | -2 | -11 | 15 | -2.5 | -15 | 1 | 1 | -1 | 5
COc1cccc(C(C(=O)NC2CCCCC2)N(C(=O)CNC(=O)c2ccco2)c2cccnc2)c1 (stereo unspecified) | 17 | 5 | -1 | x | -2.2 | x | -17 | -9 | -3 | -5
